# IDH1 mut inh = inhibitors of IDH1 R132H reductase, primary screen, biochemical, plate reader, single point; Isocitrate dehydrogenase [NADP] cytoplasmic (Homo sapiens), O75874; diaphorase/resazurin fluorescence, 60 min; inhibition, % at 10 µM; 0.18% of 70,000 active; AID 624101, 2012; in the data active = inhibition above about 34%;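 note: 0% = DMSO and 100% = no enzyme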
# Target sequence (O75874 whole entry R132H): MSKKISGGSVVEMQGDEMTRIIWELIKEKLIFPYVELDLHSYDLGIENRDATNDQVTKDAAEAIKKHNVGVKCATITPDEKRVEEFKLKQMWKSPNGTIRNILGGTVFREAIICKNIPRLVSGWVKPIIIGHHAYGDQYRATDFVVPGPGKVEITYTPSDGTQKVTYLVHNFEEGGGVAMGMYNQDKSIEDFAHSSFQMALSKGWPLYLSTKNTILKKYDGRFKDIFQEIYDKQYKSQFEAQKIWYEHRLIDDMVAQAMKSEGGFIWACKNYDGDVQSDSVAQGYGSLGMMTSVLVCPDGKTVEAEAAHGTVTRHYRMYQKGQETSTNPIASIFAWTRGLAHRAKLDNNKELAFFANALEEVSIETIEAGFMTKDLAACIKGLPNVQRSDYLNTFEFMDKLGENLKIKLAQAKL
# EZH2 inh = EZH2/PRC2 methyltransferase inhibitors, primary screen, biochemical, DELFIA time-resolved fluorescence, single point. inhibition, % at 12.5 µM. 0.35% of 57,000 active. PRC2 H3K27 methylation, DELFIA TRF, 1 h. Histone-lysine N-methyltransferase EZH2 (Homo sapiens), Q15910;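 active = mean inhibition of replicates at least 50% and every single replicate also reaching 50%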;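 note: dimethyl H3K27 on biotinylated H3 21-44 peptide detected by antibody; plate controls were median neutral control wells for no effect and median positive control wells for full effect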
# * hit, by the source's call; · = not tested or not shown; & = joins results of further samples.
structure	IDH1 mut inh	EZH2 inh
CC[C@H](NS(=O)(=O)c1ccc(C)cc1)C(=O)Oc1cc2oc(=O)cc(C)c2cc1Cl	0.7	-11
COc1ccc(NC(=O)N[C@@H]2CC[C@H](CC(=O)NC3CCCCC3)O[C@@H]2CO)cc1	-0.1	1
COC(=O)CN(c1ccccc1)S(=O)(=O)c1ccc(F)cc1	0.2	20
CN(C)C(=O)C[C@H]1C[C@H]2c3cc(NC(=O)Cc4ccncc4)ccc3O[C@H]2[C@@H](CO)O1	-0.9	6
COc1ccccc1CNC(=O)C[C@@H]1C[C@@H]2c3cc(NC(=O)C4CCOCC4)ccc3O[C@@H]2[C@@H](CO)O1	0.0	-2
CO[C@H]1CC[C@@H]2CCOc3c(C#N)cccc3C(=O)N(C)C[C@@H](c3ccccc3)CC(=O)N(C)C[C@@H]1O2	-0.2	13
C[C@H](CO)N1C[C@H](C)[C@@H](CN(C)Cc2ccccc2)Oc2ccc(NS(=O)(=O)c3ccc(Cl)cc3)cc2CC1=O	-0.2	3
O=C(NCC[C@@H]1CC[C@@H](NC(=O)c2ccc3c(c2)OCO3)[C@H](CO)O1)Nc1cc(F)ccc1F	0.2	11
CC(C)NC(=O)Nc1ccc2c(c1)C(=O)N([C@H](C)CO)C[C@H](C)[C@H](CN(C)Cc1ccc(C(=O)O)cc1)OCCCC[C@@H](C)O2	3.7	·
O=C(CSc1ncn(-c2ccccc2)n1)Nc1ccc(F)c(Cl)c1	-0.7	10
c1ccc(-c2nn3c(Cn4cnc5ccccc54)nnc3s2)nc1	-0.3	0
CO[C@@H]1CN(C)C(=O)c2ccc(NC(=O)C3CC3)cc2OC[C@@H](C)N(C)C[C@@H]1C	0.1	-1
Cc1ccc(-c2ccc3c(c2)O[C@H](CN(C)Cc2cccc(C(=O)O)c2)[C@H](C)CN([C@H](C)CO)S3(=O)=O)cc1	1.3	19
O=C(Nc1ccc(Cl)c(Cl)c1)N[C@H]1CC[C@@H](CCn2cc(C3CCCCC3)nn2)O[C@@H]1CO	-0.3	13
C[C@@H]1CN([C@H](C)CO)C(=O)c2cccc(NC(=O)CCCCCC(=O)Nc3ccccc3N)c2O[C@H]1CN(C)Cc1ccc2c(c1)OCO2	0.1	2
C[C@@H]1CN([C@@H](C)CO)C(=O)c2cc(NS(=O)(=O)c3cn(C)cn3)ccc2O[C@@H]1CN(C)C(=O)Nc1ccc(F)cc1	-1.6	·
C[C@@H]1CN([C@@H](C)CO)C(=O)Cc2cc(NC(=O)C3CC3)ccc2O[C@@H]1CN(C)CC1CC1	0.6	12
C[C@H](CO)N1C[C@H](C)[C@H](CN(C)C)Oc2cc(/C=C/c3ccccc3)ccc2S1(=O)=O	-1.5	-10
C[C@@H]1CN([C@H](C)CO)C(=O)Cc2cc(NC(=O)NC3CCCCC3)ccc2O[C@H]1CN(C)C	0.9	·
O=C(NCC[C@H]1CC[C@H](NC(=O)c2cccnc2)[C@@H](CO)O1)Nc1ccc(F)cc1	0.1	2
COc1cc(Cl)c(/C=N/NC(=O)CCCCCCC(=O)Nc2ccccc2O)c(Cl)c1OC	·	41
C[C@@H]1CN([C@@H](C)CO)C(=O)c2cc(NC(=O)c3ccncc3)ccc2O[C@H]1CN(C)S(=O)(=O)c1ccc(F)cc1	2.6	-2
CS(=O)(=O)N(CC(=O)Nc1ccccc1)c1ccc(F)c(Cl)c1	-0.1	10
CCCNC(=O)N1C[C@H](C)[C@@H](OC)CN(C)C(=O)c2ccc(NC(C)=O)cc2OC[C@H]1C	-0.4	1
O=C1CC(c2ccc(O)cc2)Oc2cc(O)cc(O[C@@H]3O[C@H](CO)[C@@H](O)[C@H](O)[C@H]3O)c21 (stereo not given in full)	-0.7	·
O=C(C[C@@H]1C=C[C@H](NC(=O)CC2CC2)[C@H](CO)O1)NCc1ccc(Cl)cc1	-0.1	9
C[C@H](CO)N1C[C@H](C)[C@@H](CN(C)Cc2ccc(C(=O)O)cc2)Oc2c(NS(=O)(=O)c3ccc(Cl)cc3)cccc2C1=O	-0.2	·
CS(=O)(=O)Nc1ccc2c(c1)[C@@H]1C[C@H](CC(=O)NCc3cc(F)ccc3F)O[C@H](CO)[C@@H]1O2	-0.3	-4
COCC#Cc1ccc2c(c1)O[C@H](CN(C)Cc1ccc(F)cc1)[C@H](C)CN([C@@H](C)CO)S2(=O)=O	-2.1	-7
O=C(C[C@@H]1CC[C@H](NC(=O)C2CCC2)[C@H](CO)O1)Nc1nccs1	0.2	5
COc1ccc(NC(=O)Nc2ccc3c(c2)C(=O)N([C@H](C)CO)C[C@H](C)[C@H](CN(C)C)OCCCC[C@@H](C)O3)cc1	·	3
C[C@H](CO)N1C[C@H](C)[C@@H](CN(C)C(=O)C2CCC2)Oc2cc(-c3ccc(C(=O)N(C)C)cc3)ccc2S1(=O)=O	·	-5
C[C@@H]1CN([C@@H](C)CO)S(=O)(=O)c2ccc(-c3ccc(C#N)cc3)cc2O[C@H]1CN(C)C(=O)C1CC1	2.0	5
Cn1nnnc1SCC(=O)Nc1ccc2c(c1)OCCO2	0.8	0
C[C@H](CO)N1C[C@H](C)[C@H](CN(C)C(=O)NC2CCCCC2)Oc2ccc(N(C)C)cc2CC1=O	0.1	-6
CO[C@@H]1CN(C)C(=O)c2ccc(NC(=O)c3ccccn3)cc2OC[C@@H](C)N(CC2CC2)C[C@H]1C	-1.1	-5
CO[C@H]1CN(C)C(=O)c2ccc(NC(C)=O)cc2OC[C@H](C)N(C(=O)Cc2ccccn2)C[C@H]1C	-0.3	5
Cc1ccc(S(=O)(=O)Nc2ccc3c(c2)CC(=O)N([C@@H](C)CO)C[C@@H](C)[C@H](CN(C)C(=O)NC2CCCCC2)O3)cc1	-0.3	8
C[C@@H]1CN([C@H](C)CO)C(=O)c2cc(/C=C/c3ccccc3)cnc2O[C@H]1CN(C)C(=O)C1CCOCC1	-0.4	·
C[C@H]1CN([C@@H](C)CO)C(=O)c2cc(Br)cnc2O[C@@H]1CN(C)C(=O)C1CC1	-0.1	5

# Next section (7 carried over from the part before).
structure	IDH1 mut inh	EZH2 inh
Cn1nnnc1SCC(=O)Nc1ccc2c(c1)OCCO2	0.8	0
C[C@H](CO)N1C[C@H](C)[C@H](CN(C)C(=O)NC2CCCCC2)Oc2ccc(N(C)C)cc2CC1=O	0.1	-6
CO[C@@H]1CN(C)C(=O)c2ccc(NC(=O)c3ccccn3)cc2OC[C@@H](C)N(CC2CC2)C[C@H]1C	-1.1	-5
CO[C@H]1CN(C)C(=O)c2ccc(NC(C)=O)cc2OC[C@H](C)N(C(=O)Cc2ccccn2)C[C@H]1C	-0.3	5
Cc1ccc(S(=O)(=O)Nc2ccc3c(c2)CC(=O)N([C@@H](C)CO)C[C@@H](C)[C@H](CN(C)C(=O)NC2CCCCC2)O3)cc1	-0.3	8
C[C@@H]1CN([C@H](C)CO)C(=O)c2cc(/C=C/c3ccccc3)cnc2O[C@H]1CN(C)C(=O)C1CCOCC1	-0.4	·
C[C@H]1CN([C@@H](C)CO)C(=O)c2cc(Br)cnc2O[C@@H]1CN(C)C(=O)C1CC1	-0.1	5
C[C@@H]1CN([C@H](C)CO)C(=O)CCCn2cc(nn2)CO[C@@H]1CN(C)Cc1ccc(C(=O)Nc2ccccc2N)cc1	·	1
C[C@H](CO)N1C[C@H](C)[C@H](CN(C)C(=O)c2ccncc2)OCc2ccccc2-c2ccccc2C1=O	0.8	-1
C[C@H](CO)N1C[C@H](C)[C@H](CN(C)C(=O)NC2CCCC2)Oc2ncc(-c3cc4ccccc4o3)cc2C1=O	0.1	·
COCCNC(=O)C[C@H]1C[C@H]2c3cc(NC(=O)Cc4ccncc4)ccc3O[C@H]2[C@H](CO)O1	0.3	-4
Cc1ccc(S(=O)(=O)Nc2ccc3c(c2)C(=O)N([C@@H](C)CO)C[C@H](C)[C@@H](CN(C)C(=O)Cc2ccccc2)OCCCC[C@@H](C)O3)cc1	1.5	·
C[C@H](CO)N1C[C@H](C)[C@H](CN(C)Cc2ccc(Oc3ccccc3)cc2)Oc2ccc(NC(=O)Cc3ccccc3)cc2C1=O	0.0	·
CO[C@H]1CN(C)C(=O)c2ccc(NC(=O)Nc3ccc(Cl)cc3)cc2OC[C@@H](C)NC[C@H]1C	-0.2	-12
CCOc1ccc2ccccc2c1C(=O)NCc1ccco1	0.1	-2
Cc1noc(COc2ccc(OCc3nc(C)no3)cc2)n1	1.0	3
O=C(CSc1ncnc2sc3c(c12)CCC3)N1CCOCC1	0.4	17
COc1ccc(S(=O)(=O)N(C)C[C@@H]2Oc3c(NC(=O)NC(C)C)cccc3C(=O)N([C@H](C)CO)C[C@H]2C)cc1	1.6	·
O=C(C[C@H]1C=C[C@H](NC(=O)Nc2cccc(F)c2)[C@@H](CO)O1)NCC1CC1	0.1	1
CC(C)c1ccccc1NC(=O)CSc1nnnn1-c1ccccc1	-0.4	6
O=C(C[C@@H]1CC[C@H](NC(=O)c2ccccc2)[C@H](CO)O1)NCc1ccc(Oc2ccccc2)cc1	-0.5	1
Cc1ccc(-c2ccc3c(c2)O[C@@H](CN(C)C(=O)C2CCCCC2)[C@@H](C)CN([C@H](C)CO)S3(=O)=O)cc1	·	-8
C[C@H](CO)N1C[C@H](C)[C@@H](CN(C)C(=O)Cc2ccccn2)Oc2cc(-c3ccc(C(=O)N(C)C)cc3)ccc2S1(=O)=O	0.4	·
C/C=C/c1cnc2c(c1)C(=O)N([C@H](C)CO)C[C@@H](C)[C@H](CN(C)C(=O)c1cccnc1)O2	·	-16
COc1ccc(NC(=O)CSc2nc(C)cc(C)n2)cc1	-0.1	-3
CC(=O)N(C)C[C@H]1Oc2cc(-c3cncnc3)ccc2S(=O)(=O)N([C@H](C)CO)C[C@H]1C	1.3	0
CCOC(=O)COc1ccc(-c2nc3c([nH]2)c(=O)n(C)c(=O)n3C)cc1OC	0.3	·
C[C@@H]1CN([C@H](C)CO)S(=O)(=O)c2ccc(-c3ccc(F)cc3)cc2O[C@@H]1CN(C)C(=O)c1ccccc1F	-0.1	-12
C[C@@H]1CN([C@H](C)CO)C(=O)c2cc(-c3cccc(C#N)c3)cnc2O[C@@H]1CN(C)C(=O)C1CCCCC1	0.2	·
Cc1[nH]c2ccccc2c1C(=O)CSc1ncnc2sc(C)c(C)c12	-0.1	0
C[C@@H]1CN([C@H](C)CO)S(=O)(=O)c2ccc(/C=C/c3ccccc3)cc2O[C@H]1CN(C)Cc1cncnc1	-1.7	-2
CO[C@H](CN(C)S(=O)(=O)c1ccc(C)cc1)[C@H](C)CN(C(=O)Nc1ccccc1F)[C@@H](C)CO	-0.2	-3
C[C@@H]1CN([C@H](C)CO)C(=O)c2cc(-c3cccc(F)c3)cnc2O[C@@H]1CN(C)C(=O)C1CC1	-7.2	5
CC1(C)Cc2c(c(N3CCOCC3)nc3sc4c(=O)[nH]nnc4c23)CO1	-0.3	1
COC(=O)C[C@H]1CC[C@H](NS(=O)(=O)c2ccc(OC)cc2)[C@H](CO)O1	0.1	-4
C[C@H]1CN([C@@H](C)CO)C(=O)c2cccc(NC(=O)c3ccncc3)c2O[C@H]1CN(C)S(=O)(=O)c1ccc(F)cc1	2.0	15
Cc1noc(C)c1S(=O)(=O)Nc1ccc2c(c1)C(=O)N([C@H](C)CO)C[C@H](C)[C@@H](CN(C)Cc1ccc3c(c1)OCO3)OCCCC[C@@H](C)O2	-0.3	·
O=C(Cc1ccccn1)N[C@H]1CC[C@@H](CCn2cc(-c3ccccc3)nn2)O[C@H]1CO	0.3	7
O=C(CSc1nnc(NC(=O)c2ccc(Cl)c(Cl)c2)s1)Nc1ccc(F)c(F)c1F	-1.8	-16
CNC[C@H]1Oc2ccc(NS(=O)(=O)c3ccc(C)cc3)cc2CC(=O)N([C@H](C)CO)C[C@H]1C	·	-4
COc1ccc(CN(C)C[C@H]2Oc3ccc(NS(=O)(=O)c4c(C)noc4C)cc3CC(=O)N([C@@H](C)CO)C[C@@H]2C)cc1	-1.2	·
C[C@@H]1CN([C@@H](C)CO)C(=O)c2cc(C#Cc3cccnc3)cnc2O[C@@H]1CN(C)Cc1ccccc1	0.7	-13
CC(C)Nc1nc(SCC(N)=O)nc(N2CCOCC2)n1	0.2	7
COc1ccc(NC(=O)N(C)C[C@@H]2OCCCC[C@@H](C)Oc3ccc(NC(=O)CCC(F)(F)F)cc3C(=O)N([C@H](C)CO)C[C@@H]2C)cc1	1.6	·
C[C@@H]1CN([C@H](C)CO)S(=O)(=O)c2ccc(/C=C/c3ccccc3)cc2O[C@@H]1CN(C)C(=O)c1cccnc1	0.0	-10
CC(C)OC(=O)N(C)C[C@H]1OCc2cn(nn2)CCCC(=O)N([C@@H](C)CO)C[C@@H]1C	2.2	-1
C[C@@H]1CN([C@H](C)CO)S(=O)(=O)c2ccc(C3=CCCCC3)cc2O[C@H]1CN(C)C(=O)Cc1cccnc1	·	0&8
COc1ccc2c(c1)C(C)CC(C)(C)N2C(=O)CSc1nc2ccccc2[nH]1 (stereo not given)	-0.3	4
C[C@@H]1CN([C@@H](C)CO)S(=O)(=O)c2ccc(C#Cc3ccccc3F)cc2O[C@H]1CN(C)C(=O)c1ccc2c(c1)OCO2	0.2	16
COc1ccc(NC(=O)CSc2nc3ccccc3c(=O)[nH]2)cc1Cl	-0.5	-6
CN(C)CC(=O)Nc1ccc2c(c1)[C@@H]1C[C@H](CC(=O)NCCN3CCCCC3)O[C@H](CO)[C@@H]1O2	-0.3	8

# An excerpt; count on the stated rates, not on these rows.
